FXIIa inh = human FXIIa protease inhibitors, primary screen, biochemical, 1536-well; purified FXIIa, Boc-QGR-AMC fluorogenic substrate, 2 h; inhibition, % at 5 µM; actives 0.3% (n = 220,000); in the data active = inhibition above about 40%;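 also: 0% = enzyme with no compound and 100% = blank without enzyme; many of its hits are not listed in these tables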
Target sequence (P00748 20-372 limits assumed): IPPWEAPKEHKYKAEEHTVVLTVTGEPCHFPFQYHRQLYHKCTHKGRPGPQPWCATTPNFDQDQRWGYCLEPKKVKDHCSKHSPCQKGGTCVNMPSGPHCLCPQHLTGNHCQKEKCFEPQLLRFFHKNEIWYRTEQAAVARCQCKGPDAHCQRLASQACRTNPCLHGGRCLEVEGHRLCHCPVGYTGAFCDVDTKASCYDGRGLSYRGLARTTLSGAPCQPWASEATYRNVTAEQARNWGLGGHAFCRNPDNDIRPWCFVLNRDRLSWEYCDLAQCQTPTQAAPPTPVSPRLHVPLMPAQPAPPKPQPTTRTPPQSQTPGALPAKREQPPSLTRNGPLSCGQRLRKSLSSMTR
Target sequence (P00748 373-615 limits assumed): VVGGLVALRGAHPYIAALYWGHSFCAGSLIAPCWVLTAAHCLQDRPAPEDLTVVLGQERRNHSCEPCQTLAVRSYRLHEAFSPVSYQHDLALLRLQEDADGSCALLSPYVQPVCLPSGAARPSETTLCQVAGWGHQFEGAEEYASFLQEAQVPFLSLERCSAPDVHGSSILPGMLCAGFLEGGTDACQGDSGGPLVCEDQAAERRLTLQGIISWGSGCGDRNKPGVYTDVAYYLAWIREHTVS
PERK inhibitor = block of dimerizer-induced PERK translation repression, primary screen, PERK inhibitor project, CHO PERK-DD cells, SEAP luminescence, HTS; CHO PERK-DD fusion, SEAP luminescence translation reporter; inhibition, % at 5.6 µM; actives 0.17% (n = 220,000);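 active = inhibition above the mean inhibition of all tested compounds plus 3 SD, set separately per screening campaign, cut at about 2.9% in these data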;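 also: PERK kinase domain activated by AP20187 dimerizer at 100 nM; 0% = DMSO with dimerizer and 100% = rapamycin at 8.4 µM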
p97 ATPase inh = inhibitors of human p97 ATPase, primary screen, biochemical | inhibition, % at 8 µM | actives 0.42% (n = 220,000) | recombinant p97 ATPase, Kinase-Glo ATP luminescence, 3 h | AID 1481, 2009; in the data active = inhibition above about 15%;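 also: 0% = DMSO vehicle and 100% = wells lacking enzyme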
KCC2 mod = KCC2 cotransporter modulators, thallium flux, primary screen, cell-based, HEK293 KCC2, FluoZin-2 fluorescence, MLSMR; Solute carrier family 12 member 5 (Homo sapiens), Q9H2X9; KCC2 cells, thallium flux FluoZin-2 fluorescence; B-score of Tl+ flux slope (higher = more flux/activation; lower = inhibition) at 10 µM; actives 2.2% (n = 190,000); AID 1456, 2008;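 active = thallium flux slope and its plate-corrected score both differing from the plate sample mean at a set confidence after two filtering rounds, in either direction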;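 also: slope of fluorescence scaled to starting intensity during 10 to 20 s after thallium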
Wee1 stabilizer = Wee1 degradation inhibitors, primary screen, cell-based, HeLa, Wee1K328M-luciferase, luminescence; HeLa Luc-Wee1K328M stability; 100% = proteasome inhibitor MG132 effect; reporter increase, % at 5 µM; actives 1.2% (n = 220,000); Wee1-like protein kinase (Homo sapiens), P30291;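 active = activation above the mean of all tested compounds plus 3 SD, set per screening run, cut at about 8.8% in these data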;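 also: cells exposed to compound for 20 h before luminescence read; 0% = DMSO alone and 100% = MG132 at 30 µM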
FXIa inh = human FXIa protease inhibitors, primary screen, biochemical, 1536-well; purified FXIa, Boc-Glu-Ala-Arg-AMC fluorogenic substrate; Coagulation factor XI (Homo sapiens), P03951; actives 0.14% (n = 220,000); inhibition, % at 5 µM;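 active = inhibition of at least 40%; inactive = inhibition below 40%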;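 also: fluorescence of freed AMC excited at 355 nm; 0% = enzyme without compound and 100% = no enzyme blank; many of its hits are not listed in these tables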
Furin inh = human furin inhibitors, primary screen, biochemical, fluorescence intensity | inhibition, % at 30 µM | purified furin, fluorogenic substrate cleavage | actives 0.061% (n = 220,000) | AID 463115, 2010; in the data active = inhibition above about 25%; also: inactives centre near -15
thrombin 1536 = human alpha-thrombin inhibitors, primary screen, counter-screen for coagulation protease inhibitor project, biochemical, 1536-well, fluorogenic AMC substrate; Prothrombin (Homo sapiens), P00734; actives 0.26% (n = 220,000); Boc-VPR-AMC fluorogenic substrate cleavage; inhibition, % at 5 µM; AID 1046, 2008;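 active = inhibition at or above 40%; inactive = inhibition below 40%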;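 also: 0% = enzyme with no compound and 100% = wells without enzyme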
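System: Human alpha-thrombin protein | Medium: pH 7.5 Tris (50 mM) with NaCl 150 mM, Tween 20 0.05% | Times: Enzyme reaction carried out at room temperature | Detection: AMC fluorescence, 355/460 nm | Evaluation: Percent inhibition scaled between no-compound controls and no-enzyme blanks | Benchmarks: Enzyme without compound as high, wells lacking enzyme as low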
KLK5 inh = human KLK5 protease inhibitors, primary screen, biochemical, 1536-well. Kallikrein-5 (Homo sapiens), Q9Y337. recombinant hK5, fluorogenic AMC substrate cleavage. inhibition, % at 5 µM. actives 0.59% (n = 210,000). AID 873, 2007;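 active = inhibition of 40% or more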;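 also: 0% = enzyme controls without compound and 100% = no-enzyme blanks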
Target sequence (Q9Y337 67-293 limits assumed): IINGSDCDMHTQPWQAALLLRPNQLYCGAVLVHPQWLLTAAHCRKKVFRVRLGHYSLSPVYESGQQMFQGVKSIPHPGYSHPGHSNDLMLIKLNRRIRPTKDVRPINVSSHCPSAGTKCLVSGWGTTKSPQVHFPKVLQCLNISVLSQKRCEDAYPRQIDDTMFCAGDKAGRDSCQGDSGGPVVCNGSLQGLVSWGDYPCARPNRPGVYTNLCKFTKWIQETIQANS
Numbers without * were called inactive; nt = not tested or not shown; [ ] = dose if it differs, or a comment. An unsorted share of the library. About 4.4% of those tested had a hit in this group.

mol,FXIa inh,p97 ATPase inh,KLK5 inh,FXIIa inh,PERK inhibitor,Furin inh,thrombin 1536,KCC2 mod,Wee1 stabilizer
COc1ccc(NS(=O)(=O)c2cc(NC(=O)c3cccnc3Cl)ccc2N2CCCC2)cc1,1,3,-3,7,-1.6,-15,-3,nt,-3
CC(C)Oc1ccc(C2C(C(=O)c3ccco3)=C(O)C(=O)N2CCCN(C)C)cc1 (centres undefined),nt,4,nt,nt,-0.1,-6[20 µM],nt,0.14,-2
C=CCN(c1ccc(C(=O)OC)cc1)S(=O)(=O)c1ccccc1,-2,-5,-1,6,0.3,-20,13,-0.23,1
CC(C)(C)c1nnc(NC(=O)c2cccs2)s1,7,-5,9,16,-1.5,-8,-3,0.56,3
O=C(c1ccc(F)cc1)C1CCN(C(=S)Nc2ccccc2Cl)CC1,-4,-1,-17,6,0.3,-27,3,-2.6,-2
Cc1ccc(C)c(/C(O)=C2\C(=O)C(=O)N(CCCn3ccnc3)C2c2cccnc2)c1 (centres undefined),-1,1,-9,10,0.5,-7[20 µM],1,1.5,0
Cc1noc(C)c1COC(=O)c1ccc(N(C)C)cc1,-4,0,-12,3,0.9,-16,2,0.16,2
CCOC(=O)c1c(NC(=O)C2CCCO2)sc2c1CCC2 (centres undefined),-11,-6,-16,-2,-0.5,-21[20 µM],21,-0.64,0
Cc1cc(C)cc(-n2cc(C(=O)O)c(=O)cc2C)c1,-4,-1,-1,7,0.5,-24,-9,0.23,0
CCc1nc(SCc2cc(Cl)ccc2OC)n[nH]1,4,11,-11,14,-0.4,-17[20 µM],-2,-1.8,-3
O=C(COc1ccc(S(=O)(=O)N2CCCCC2)cc1)N1CCCCCC1,4,4,9,16,0.4,-27[20 µM],3,nt,4
COc1ccccc1N1CCN(C(=O)CCNS(=O)(=O)c2ccc3c(c2)CCC(=O)N3)CC1,-9,1,0,8,0.3,-20[20 µM],-6,0.33,1
Clc1nc(CN2CCCCC2)nc2sc3c(c12)CCCC3,-2,3,0,3,0.9,-23,-3,-0.2,3
COc1ccc(Nc2cccccc2=O)cc1,-1,1,1,9,0.5,-7,3,0.0078,0
N=C1CCCN1CC(=O)c1ccc(Cl)cc1,6,-7,-13,0,0.3,-20,-5,-0.016,-3
O=C(Cc1ccccc1)NC(NC(=S)Nc1cc(Cl)ccc1Cl)C(Cl)(Cl)Cl (centres undefined),20,2,18,103*,0.8,-23[20 µM],16,1.2,0
COc1ccccc1OCc1ccc(C(=O)N/N=C/c2ccco2)cc1,20,2,-3,30,0.1,-15,3,nt,0
CCN(CC)C(=O)c1ccc(NS(=O)(=O)c2ccc(/C=C/C(=O)O)cc2)cc1,29,-3,44*,23,-0.2,17,nt,0.04,-5
CC[C@@H](C(=O)n1nc(C)cc1C)[C@H](NS(=O)(=O)c1ccc(C)cc1)c1ccccc1,21,-7,-31,28,0.8,1[20 µM],2,1,-2
COc1ccc(NCc2nnc(SCC(=O)c3ccc(OC)cc3)n2C)cc1,-4,-3,-32,5,-0.9,-14,-2,-0.014,2
COc1cc(C(C)=O)ccc1OC(=O)C(C)N1C(=O)c2ccccc2C1=O (centres undefined),0,0,-7,10,1.9,-20[20 µM],2,-0.23,0
CCOC(=O)N1CCC(NC(=O)CN2C(=O)C(CC)Oc3ccc(C)cc32)CC1 (centres undefined),1,-2,-11,8,-0.5,-21,-6,-0.2,-2
CC(NC(=O)c1ccc(Cl)s1)C1CCCO1 (centres undefined),1,3,6,10,1.8,-9[20 µM],0,1.3,0
CCOC(=O)N1CCC(NC(=O)C(CC(C)C)NC(=O)C2CCC(C)CC2)CC1 (centres undefined),-8,1,-30,-10,-0.9,-24[20 µM],-15,-0.047,1
COc1ccc(NC(=O)Nc2c(C)n(C)n(-c3ccccc3)c2=O)cc1,4,4,3,8,1.9,-17,-3,0.79,-2
Cc1cn(S(=O)(=O)c2ccc(Cl)cc2)c(C)n1,22,-3,-7,24,1.0,-5,7,-1.6,-2
COc1ccc(-c2ccc(-c3noc(C)n3)c(OC)n2)cc1,-6,5,-42,-4,1.6,-41,-8,nt,-2
CCCCC(=O)N/N=C(\C)c1cccc(NC(=O)C2CC2)c1,8,4,-9,6,0.7,-29,-3,-0.013,-2
O=C(Nc1ccc([N+](=O)[O-])cc1)c1cc(-c2ccccn2)nc2c(Cl)cccc12,-6,1,-6,3,-0.1,-13,-1,3,0
CC1=CCC(C(C)(C)NC(=O)c2ccccc2)C/C1=N\O (centres undefined),nt,5,nt,nt,0.7,-9[20 µM],nt,-0.081,-2
CCN(CC)Cc1ccc(OC)c(Cl)c1,-6,1,2,5,0.5,-27,-3,0.5,-2
CN1CCN(c2nc(-c3cccnc3)nc3scc(-c4ccccc4)c23)CC1,-4,-4,3,3,0.0,-16,-16,-0.048,0
Cc1cccc(/C(N)=N/OC(=O)COc2ccccc2Cl)c1,9,0,-7,9,1.0,-1,-4,-1.9,12*
Cc1ccccc1NC(=O)CNc1ccccc1C(=O)NCc1ccco1,-3,2,6,-6,-0.4,-42[20 µM],32,-0.0045,3
COc1ccccc1-n1nnnc1SCC(=O)Nc1cc(C)on1,4,-5,8,13,-0.1,-22[20 µM],1,1.1,3
COc1ccc(CNC(=O)CSc2nnc(C)s2)cc1,2,-2,3,7,-0.2,-9,1,0.67,-2
CCCn1c(SC(C(=O)Nc2cccc(OC)c2)c2ccccc2)nc2ccccc2c1=O (centres undefined),-6,-4,-15,-2,-0.5,-16,-9,-0.2,-1
CC1(C)OC2C(CO)OC(n3cnc4c(=S)nc[nH]c43)C2O1 (centres undefined),4,7,4,9,0.1,-24,3,0.38,0
N#C/C(=C/c1ccc(-c2ccc(S(N)(=O)=O)cc2)o1)C(=O)Nc1ccccc1,5,1,-5,15,0.3,-9,-6,1.7,-3
COc1ccc(-c2cc(-c3nnc(-c4ccncc4)o3)c3ccccc3n2)cc1,8,5,-6,12,1.1,-8,4,0.76,0

Ordered by count of non-hydrogen atoms (lowest first): part of the list above
mol,FXIa inh,p97 ATPase inh,KLK5 inh,FXIIa inh,PERK inhibitor,Furin inh,thrombin 1536,KCC2 mod,Wee1 stabilizer
CC1=CCC(C(C)(C)NC(=O)c2ccccc2)C/C1=N\O (centres undefined),nt,5,nt,nt,0.7,-9[20 µM],nt,-0.081,-2
N#C/C(=C/c1ccc(-c2ccc(S(N)(=O)=O)cc2)o1)C(=O)Nc1ccccc1,5,1,-5,15,0.3,-9,-6,1.7,-3
CCOC(=O)N1CCC(NC(=O)C(CC(C)C)NC(=O)C2CCC(C)CC2)CC1 (centres undefined),-8,1,-30,-10,-0.9,-24[20 µM],-15,-0.047,1

Carrying on:
mol,FXIa inh,p97 ATPase inh,KLK5 inh,FXIIa inh,PERK inhibitor,Furin inh,thrombin 1536,KCC2 mod,Wee1 stabilizer
Cc1ccccc1NCC(=O)N/N=C/c1c[nH]c2ccccc12,-3,7,-5,2,0.8,-26,-6,1.7,2
COc1cccc(NC(=O)CCN2C(=O)c3ccccc3S2(=O)=O)c1,-14,-1,9,14,0.5,-23[20 µM],2,nt,-2
CCCN(CCC)CCCNC(=O)c1cc2c(=O)n(C)c3ccccc3c2n1C,4,5,-5,13,1.1,-11,1,-2,0
O=C1OC(Nc2ccccn2)c2ccccc21 (centres undefined),4,5,3,18,0.4,-16[20 µM],4,1.8,3
COC(=O)c1cc([N+](=O)[O-])ccc1N1CCN(Cc2ccccc2)CC1,11,3,-16,17,-0.6,1,0,-0.82,1
O=C(NCCCn1ccnc1)c1ccc(Cl)c(S(=O)(=O)N2CCOCC2)c1,4,0,-27,15,1.1,-15,0,nt,1
Cc1nc2n(n1)C(O)c1cc([N+](=O)[O-])ccc1S2 (centres undefined),1,4,3,10,2.1,-7,-9,0.69,1
O=C(c1cccs1)N1CCN(S(=O)(=O)c2cccs2)CC1,-2,7,-1,5,1.6,-20,-7,-0.36,6
NC(=O)c1sc2nc3c(cc2c1N)CCCCCC3,5,1,2,10,-0.3,-11,-1,-0.38,-1
Cc1ccc(CNC(=O)c2nn(C)c(C)c2[N+](=O)[O-])cc1,2,-2,-8,10,2.2,-13,-4,nt,2
CCN(Cc1ccccc1)S(=O)(=O)c1ccc(S(=O)(=O)N2CCN(C)CC2)cc1,-6,0,-9,6,1.1,-21,-2,nt,-1
CC(=O)c1ccc(S(=O)(=O)Nc2cccc(-c3ccc4nncn4n3)c2)cc1,-7,2,2,0,0.4,-8,7,0.086,0
COc1ccccc1NC(=O)N1CCCC1C(=O)NCc1ccc(F)cc1 (centres undefined),-5,1,-25,2,-1.0,-18,-10,nt,0
CCN1CC=C2C(C#N)=C(N)C(C#N)(C#N)C(CCc3ccccc3)C2C1 (centres undefined),-8,1,-9,1,0.2,-17,-3,-0.48,2
O=C(NCC1CCCO1)c1cc(-c2ccc(Cl)cc2Cl)on1 (centres undefined),2,-2,-7,12,-0.7,-2[20 µM],2,-1.6,1
Cn1nnnc1SCC(=O)Nc1cc(C(F)(F)F)ccc1N1CCOCC1,-3,10,-5,3,1.0,-17,-1,0.24,4
Cc1cccn2c(=O)c3cc(C(=O)NCC4CCCO4)c(=N)n(Cc4cccnc4)c3nc12 (centres undefined),-31,1,-7,-43,-0.9,-123,-18,0.25,1
Cc1ccc(C(=O)/C=C/c2ccc(Br)cc2)o1,-14,-1,-16,-5,1.3,-14,-10,-0.82,-3
